Rab9 prom act – activates the Rab9 promoter; Huh7 Rab9 promoter-luciferase reporter, luminescence, 24 h; AID 485297; hit rate 2.8% among 320,000; Potency, µM (highest dose often 9.22 µM), without a hit: at the top dose activation, negative = inhibition, usual class: activators; further: potency means the concentration at half of the fitted maximal effect; % of control where 0% means no effect; nearly all actives have a fitted effect of over 60% in size
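Huh7 cells stably carrying Rab9 promoter–luciferase reporter, plated 1500 cells/well, compound added after 2 h and incubated 24 h at 37 °C; luciferase luminescence then read after 10 min with detection reagent.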
BRCA1 expr act – increases BRCA1 expression; MCF7-BRCA1-FFLuc reporter, luminescence, 48 h; response scale: scaled: vehicle 0%, 10 µM genistein 100%; hit rate 1.1% among 380,000; Potency, µM (highest dose often 46.1 µM), for the others: at the highest dose activation, usual class: activators; further: potency means the concentration at half of the fitted maximal effect; nearly all actives have a fitted effect of over 80% in size; some results filed as inactive show a strong effect at the top dose
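MCF7-BRCA1-FFLuc cells, 2000/well in phenol-red-free MEM, attached 2 h then treated 48 h at 37 C. Luciferase luminescence read 15 min after reagent; normalized to genistein maximum activation (10microM) and DMSO, concentration-response fitted.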
Giardia kill – kills Giardia lamblia; activity change, % at 7.66 µM, hits read low; AID 540267; hit rate 0.15% among 340,000; Giardia lamblia trophozoite viability; in the data active means activity change below about -80%; inconclusive means between about -30% and that limit;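 further: parasites exposed to compound for two days anaerobically before the ATP read; on the % scale 0 is the no-effect control and ±100 the full control effect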
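Compounds were tested on trophozoites seeded at 100 cells/well and held 48 hrs at 37 deg C anaerobically. An ATP-based luminescent kit measured the remaining live cells.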
NPC1 prom act – NPC1 promoter activation; AID 485313; Potency, µM (highest dose often 9.22 µM), without a hit: at the top dose activation, actives largely listed as activators; Huh7 NPC1 promoter luciferase reporter, 24 h; hit rate 2.4% among 320,000;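 further: potency means the concentration at half of the fitted maximal effect; % of control where 0% means no effect; nearly all actives have a fitted effect of over 60% in size; reporter is driven by a mutant NPC1 promoter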
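Luminescence from an NPC1 promoter-driven luciferase reporter in stably transfected Huh7 cells was measured after 24 h compound treatment at 37 °C, followed by 10 min ambient incubation with luciferase detection reagent.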
PKM2 activator – activators of human pyruvate kinase M2 | AID 1631 | P14618 | purified PKM2, Kinase-Glo ATP luminescence, activation; response scale: 0% is enzyme alone, no compound | Potency, µM (doses to about 57.5 µM), for inactives: top-dose activation, hits mostly activators | hit rate 0.34% among 260,000; further: potency means the concentration at half of the fitted maximal effect; on the % scale 0 is the no-effect control and ±100 the full control effect; nearly all actives have a fitted effect of over 55% in size
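Purified hPK-M2 (>95% pure) converted ADP (0.1 mM final) to ATP with 0.5 mM PEP in 50 mM imidazole pH7.2, KCl, MgCl2, Tween 20, BSA; 1 h at room temperature. ATP detected by Kinase-Glo luminescence.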
p53 reactivator – restores transcriptional activity of mutant p53; AID 504706; hit rate 0.063% among 320,000; Potency, µM (titrated, usually from 92.2 µM), for inactives: top-dose activity change, positive = activation, hits mostly activators; H1299 p53-A138V BP100-luciferase reporter, luminescence, 24 h; further: potency means the concentration at half of the fitted maximal effect; % of control where 0% means no effect; nearly all actives have a fitted effect of over 45% in size
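p53-null H1299 cells stably carrying temperature-sensitive p53-A138V and a BP100-luciferase reporter were pinned with compounds (4-point, 1:5 series) and held 24 hrs at 37 deg C. Luminescence was read 10 min after detection reagent.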
RORgamma inh – inhibitors of mouse ROR gamma transcriptional activity | P51450 | Drosophila S2 Gal4-RORgamma UAS-luciferase reporter, 20 h | Potency, µM (doses to about 53.6 µM), inactives show at the top dose activity change, negative = inhibition, actives largely listed as inhibitors | hit rate 5.4% among 310,000 | AID 2551; further: potency means the concentration at half of the fitted maximal effect; on the % scale 0 is the no-effect control and ±100 the full control effect; nearly all actives have a fitted effect of over 60% in size
Target sequence (P51450 whole entry, looked up, the tested form may be a part): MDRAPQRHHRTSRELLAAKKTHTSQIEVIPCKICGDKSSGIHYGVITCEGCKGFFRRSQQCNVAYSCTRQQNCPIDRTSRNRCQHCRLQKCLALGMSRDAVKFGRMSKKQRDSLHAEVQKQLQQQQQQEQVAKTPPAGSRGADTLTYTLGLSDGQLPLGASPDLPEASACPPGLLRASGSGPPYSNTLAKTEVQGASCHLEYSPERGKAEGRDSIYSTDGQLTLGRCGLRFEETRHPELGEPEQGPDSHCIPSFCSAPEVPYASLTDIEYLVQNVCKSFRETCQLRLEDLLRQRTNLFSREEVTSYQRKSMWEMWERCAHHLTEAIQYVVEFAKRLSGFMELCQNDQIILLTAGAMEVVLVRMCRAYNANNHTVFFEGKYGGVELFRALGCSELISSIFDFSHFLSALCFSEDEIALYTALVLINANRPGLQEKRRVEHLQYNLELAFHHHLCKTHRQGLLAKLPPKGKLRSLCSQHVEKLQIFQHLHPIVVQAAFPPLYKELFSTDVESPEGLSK
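Luminescence from a UAS-regulated Photinus luciferase reporter in stably transfected Drosophila Schneider cells is measured; decreased signal marks ROR gamma inhibition. Fusion expression is induced by 700 uM copper sulfate for 20 hr.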
ELG1 genotox – induces genotoxicity in HEK293T cells with luciferase-tagged ELG1; HEK293T ELG1-luciferase reporter, luminescence, 16 h; Potency, µM (highest dose often 46 µM), inactives show top-dose activity change, positive = activation, usual class: activators; hit rate 1.3% among 330,000; AID 504466; further: potency means the concentration at half of the fitted maximal effect; % of control where 0% means no effect; nearly all actives have a fitted effect of over 60% in size
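Cells (2,000/well) expressing the ELG1-luciferase fusion are dosed by pin tool and kept 16 hr at 37 °C, 5% CO2. Signal comes from ONE-Glo luciferase reagent after 30 min at room temperature.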
Gal4-VP16 FLuc – counter-screen for ROR gamma inhibitors: Gal4-VP16 reporter; AID 2546; Drosophila S2 Gal4-VP16 UAS-luciferase, luminescence, 20 h; hit rate 3.5% among 310,000; Potency, µM (titrated, usually from 53.6 µM), for the others: at the highest dose activity, negative = inhibition, most hits filed as inhibitors;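 further: Gal4-VP16 expression switched on by copper sulfate through the metallothionein promoter; potency means the concentration at half of the fitted maximal effect; on the % scale 0 is the no-effect control and ±100 the full control effect; nearly all actives have a fitted effect of over 50% in size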
Menin MLL FP TR – displaces Texas Red mutant MLL peptide from human menin. Menin + Texas Red MLL mutant peptide, fluorescence polarization. hit rate 0.23% among 270,000. Potency, µM (series often up to 61.6 µM), for the others: top-dose FP activity change, negative = inhibition, hits mostly inhibitors. O00255; active means well fitted inhibition curve with a large enough effect in the polarisation, with a control signal flat, not every such curve was filed as active; inconclusive means small, poorly fitted or top-dose-only effect, or effect the other way, or a change in a side signal; inactive means no such curve, though single readings can be large or run the other way; the % refers to the polarisation; further: potency means the concentration at half of the fitted maximal effect; % of control where 0% means no effect; many of its hits are not listed in these tables
FLuc modulator – firefly luciferase modulation, counter-screen for miR-21 project; P08659; purified FLuc, Km substrates, luminescence inhibition; Potency, µM (top dose mostly 57.5 µM), inactives show at the top dose activity change, negative = inhibition, most hits filed as inhibitors; hit rate 6.9% among 360,000; AID 588342;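 further: potency means the concentration at half of the fitted maximal effect; plate controls were vehicle for no effect and reference inhibitor for full effect; nearly all actives have a fitted effect of over 55% in size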
Target sequence (P08659 whole entry, looked up): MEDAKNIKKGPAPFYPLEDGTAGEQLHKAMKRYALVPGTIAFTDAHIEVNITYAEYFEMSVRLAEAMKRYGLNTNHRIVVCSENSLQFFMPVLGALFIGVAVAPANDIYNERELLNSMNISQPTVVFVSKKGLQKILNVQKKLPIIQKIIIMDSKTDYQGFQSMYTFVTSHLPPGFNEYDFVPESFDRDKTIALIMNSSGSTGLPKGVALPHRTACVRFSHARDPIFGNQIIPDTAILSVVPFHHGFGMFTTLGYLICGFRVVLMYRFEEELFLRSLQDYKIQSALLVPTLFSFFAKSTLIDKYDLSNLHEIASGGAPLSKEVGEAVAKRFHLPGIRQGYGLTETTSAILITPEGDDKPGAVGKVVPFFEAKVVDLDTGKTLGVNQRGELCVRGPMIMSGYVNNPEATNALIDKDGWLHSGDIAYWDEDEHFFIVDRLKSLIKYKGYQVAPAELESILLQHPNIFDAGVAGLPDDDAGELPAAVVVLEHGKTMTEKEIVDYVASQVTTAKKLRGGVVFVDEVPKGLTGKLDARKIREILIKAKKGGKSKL
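Biochemical qHTS of compounds, final roughly 60 µM downward over six points, against 10 nM purified firefly luciferase using Km concentrations of substrates (10 uM D-luciferin, 10 uM ATP) in Tris acetate pH 7.5 buffer; luminescence output.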
* hit, by the source's call; ? = inconclusive; . = not tested or not shown; [ ] = remark or other dose. Unless noted, the call rests on the fitted dose curve; in most records, active means well fitted curve in the direction sought with a large enough effect; inconclusive means small, poorly fitted or top-dose-only effect, or another doubt; inactive means no such curve, though single readings can be large; an effect the other way counts as inactive or inconclusive. An excerpt. The share of hits here may be higher or lower than overall.

SMILES | Rab9 prom act | BRCA1 expr act | Giardia kill | NPC1 prom act | PKM2 activator | p53 reactivator | RORgamma inh | ELG1 genotox | Gal4-VP16 FLuc | Menin MLL FP TR | FLuc modulator
O=S(=O)(c1ccc(-c2ccccn2)s1)N1CCC2(CC1)OCCO2 | -7.0% | 1.9% | 1.5 | -0.5% | 6.5% | -1.3% | -0.3% | -6.8% | -2.3% | . | -0.7%
Cc1ccc(/C=N/NC(=O)COc2ccccc2-c2ccccc2)cc1 | -34.8%[inhibitor] | -96.0%[inhibitor] | -9.6 | -19.6% | 1.8% | -9.5% | -34.8% | -2.2% | ? | 11.6% | 4.7%
O=C(CCc1ccccc1)Nc1nn[nH]n1 | 0.5% | 10.7% | -19.5 | -1.7% | -2.3% | -1.8% | 3.8% | 1.1% | -4.0% | 2.1% | 0.6%
Cc1[nH]c2ccccc2c1C(=O)C(=O)NCCc1c[nH]c2ccccc12 | 0.5% | -0.4% | -2.6 | -3.8% | . | -0.5% | 26.1% | -2.3% | -0.8% | . | -2.4%
O=C(C/C=N\OCc1ccc([N+](=O)[O-])cc1)Nc1ccc(F)cc1F | -4.9% | 9.4% | 16.2 | -1.5% | -1.5% | -2.3% | 15.8% | -4.9% | -1.7% | 8.2% | -0.4%
COC(=O)c1[nH]c2cccc(OC)c2c1NC(=O)CCN1CCSCC1 | -3.3% | -1.0% | -6.1 | -5.2% | -1.0% | -3.4% | -15.4% | -3.5% | -2.8% | . | -0.8%
COCCNC(=O)c1cc2cc(Br)cc(Br)c2oc1=O | 10.5% | -3.9% | 26.5 | 2.0% | -0.6% | 0.9% | -18.7% | 1.8% | 1.5% | 1.0% | -2.5%
O=S(=O)(c1ccc2oc3ccccc3c2c1)N1CCOCC1 | -2.9% | -22.0% | 1.0 | -0.1% | 1.0% | 1.8% | -0.5% | 3.8% | 17.7% | -6.8% | -1.8%
COc1cc(CC(=O)N2CCC(n3nccc3NC(=O)C3CC3)CC2)cc(OC)c1OC | 3.3% | -6.0% | -1.9 | -3.1% | 0.3% | -2.7% | -6.8% | -1.2% | -5.2% | -1.2% | 2.2%
COc1cc(OC)nc(Oc2cc(/C=N/O)ccc2OC)n1 | 1.3% | -37.6% | 2.9 | -0.4% | 15.9% | 0.3% | ? | -2.2% | 5.2% | -3.1% | 0.0%
O=C1CC(c2ccccc2)CC(=O)C1CS(=O)(=O)c1ccccc1 (centres undefined) | -6.5% | 9.9% | -1.0 | -3.0% | -4.0% | -3.4% | -17.6% | -0.2% | -18.3% | 4.6% | -6.7%
COc1ccc(Nc2ncnc3nc[nH]c23)cc1OC | -2.6% | 0.0% | 5.1 | 5.6% | -14.5% | 10.4% | 15.4% | -1.1% | -4.0% | 17.3% | -2.9%
O=C(NCCc1ccccc1)c1nccc2ccccc12 | ? | 0.0% | -9.7 | 25.1% | . | ? | . | 16.1% | . | . | ?
Cc1ccc2nc(-c3cccnc3)cc(C(=O)Nc3ccc(F)cc3C)c2c1 | -2.5% | -3.4% | 0.8 | -2.1% | -4.3% | 17.1% | -14.2% | -13.1% | -1.1% | 1.9% | -0.2%
O=C(Cc1ccc(Cl)cc1)Nc1cccc(C(=O)Nc2ccccc2C(=O)O)c1 | -6.7% | 4.7% | 12.0 | -4.1% | . | -0.9% | 2.9% | 0.8% | -7.5% | ? | -19.4%
O=C(Cc1csc(N2CCOCC2)n1)N/N=C/c1ccc(Cl)cc1Cl | 0.2% | -1.1% | -5.3 | -3.8% | -2.0% | -2.0% | ? | -6.3% | -2.7% | -13.3% | ?
COc1ccccc1/C(C)=N/Oc1cc(N)cc([N+](=O)[O-])c1 | -2.9% | 29.7% | 16.4 | -1.2% | . | ? | . | 2.8% | . | . | ?
CCCNC(=O)NC(=O)CSc1nnc(-c2ccncc2)n1CC | -2.2% | 10.4% | 1.0 | -4.0% | 0.3% | 1.2% | -3.5% | -1.2% | -5.8% | -3.0% | 3.3%
Cc1cc(N)ccc1N1CCCC1 | -0.9% | -38.7% | -4.4 | -0.7% | 22.7% | 7.5% | -32.2% | -0.3% | -0.8% | 28.2µM* | -15.1%
CN(C)S(=O)(=O)c1cccc(C(=O)NCC(=O)NC2CCN(Cc3ccccc3)CC2)c1 | 4.2% | -14.0% | 17.5 | 5.6% | 0.2% | -15.4% | -12.8% | -1.2% | 4.1% | -17.1% | -2.0%
Cc1cc2[nH]ncc2cc1NC(N)=S | 1.4% | 3.8% | -12.7 | 3.6% | -5.5% | -1.0% | -4.2% | 3.6% | ? | -0.7% | -3.0%
Cc1cc(NC(=O)CSc2nnc(-c3ccncc3)n2C)n(-c2ccccc2)n1 | -4.3% | 9.2% | 17.2 | -3.1% | 0.4% | -5.1% | -3.5% | -2.5% | 6.3% | . | -2.0%
COc1ccc(NC(=O)c2cc(-c3ccc(C)o3)nc3ccccc23)cc1OC | ? | 89.6% | -3.1 | 19.4% | ? | ? | 15.8% | 4.2% | -1.6% | 6.1% | 0.953µM*
COC(=O)C(NC(=O)c1ccccc1C(=O)O)c1ccc2ccccc2c1 (centres undefined) | -3.5% | 4.7% | 1.2 | -5.1% | -0.2% | . | . | 4.4% | . | 2.5% | 3.9%
O=C(NCc1ccccn1)C(=O)N/N=C/c1ccc2c(c1)OCO2 | 9.9% | -1.7% | -10.0 | -2.4% | 5.8% | -0.7% | 4.7% | 5.1% | 15.1% | -5.0% | 16.9µM*
Cc1cc(C(=O)COC(=O)c2n[nH]c(=O)c3ccccc23)c(C)n1C | 23.6% | 4.9% | -0.1 | 15.7% | . | ? | . | ? | . | . | 1.69µM*
COc1ccc2[nH]c(C(=O)O)c(NS(=O)(=O)c3ccc(F)cc3)c2c1 | -2.4% | 0.4% | 13.9 | -1.8% | . | 19.2% | -1.0% | 0.9% | -2.1% | ? | 6.0%
CCc1ccccc1NC(=S)N1CCNC(=O)C1CC(=O)OC (centres undefined) | -12.7% | -9.7% | 8.8 | -4.7% | -0.4% | 0.0% | -11.8% | 0.3% | 5.0% | -5.2% | 1.6%
COc1cccc(NCc2cc(=O)oc3cc(-c4ccccc4)c(O)cc23)c1 | 24.9% | -19.6% | -19.2 | 19.5% | -5.1% | ? | ? | 3.4% | ? | ? | -9.7%
O=C(C(=O)N1CCCC1)c1c[nH]c2ccccc12 | -3.3% | -6.2% | 3.6 | -7.9% | . | -1.0% | -8.7% | 0.3% | 15.6% | 13.3% | -1.5%
CCOc1ccc(CN(C)C(C)C(=O)NCc2ccccc2)cc1 (centres undefined) | -5.0%[1.84 µM] | 0.6% | -7.1 | -2.6% | . | -1.2% | -19.7% | -2.3% | 1.9% | ? | 4.5%
CCc1ccc(OCC(=O)NNC(=O)CSc2nnc(-c3ccc(C)cc3)n2C)cc1 | -2.4% | -13.1% | 8.1 | 2.5% | -15.6% | 15.3% | -24.7% | 3.6% | -3.2% | -10.9% | ?
C/C(=N\NC(=O)c1ccc(Cl)c(Cl)c1)c1ccccn1 | -28.2% | -29.2% | 0.6 | 16.7% | . | ? | 0.0891µM* | ? | 0.0028µM* | ? | ?
Cc1ccc(OCCCCN2CCCCC2)c(C)c1 | 0.4% | -3.3% | 20.3 | -5.8% | -0.2% | . | -8.0% | 0.5% | -2.3% | 8.6% | 5.2%
CCCN(C(=O)c1cc(CC)c(C)s1)c1c(N)n(Cc2ccccc2)c(=O)[nH]c1=O | 0.8% | -2.7% | 14.5 | 0.2% | . | -0.7% | . | 8.0% | . | . | 4.0%
O=C(Nc1ccc(S(=O)(=O)N2CCOCC2)cc1)C1COc2ccccc2O1 (centres undefined) | 0.1% | -1.2% | 23.2 | 5.4% | 4.1% | 1.2% | 14.9% | 5.1% | 18.8% | 39.7%[activator] | -1.3%
O=C(Cn1cnc([N+](=O)[O-])n1)c1ccc(O)c(O)c1 | 10.7% | -11.0% | -6.6 | 2.7% | . | 6.7% | -24.6% | -1.7% | 0.8% | -17.4% | 0.5%
N#Cc1c(NC(=O)c2ccc(-c3ccccc3[N+](=O)[O-])o2)sc2c1CCCC2 | 13.9% | 56.8% | -13.5 | -2.4% | -3.0% | 2.6% | ? | 0.8% | -3.4% | 15.8% | 10.7µM*
Cc1ccc2oc(=O)c3cc(C(=O)NCCCN4CCN(C)CC4)sc3c2c1 | -0.9% | -17.8% | 2.2 | -0.4% | -12.9%[0.46 µM] | -9.3% | -16.4% | 7.4% | 1.7% | -8.2% | 4.3%
CC(C)(C)c1nc(SCC(=O)Nc2ccc3c(c2)OCCO3)c2ccccc2n1 | -3.3% | -68.5% | 0.2 | -1.9% | 2.3% | 6.0% | -14.6% | -8.0% | 7.7% | -1.2% | 1.3%
CCOC(=O)COc1ccc(C(=O)Nc2cccc(Cl)c2C)cc1 | -9.7% | -36.0% | 20.9 | -4.0% | -0.4% | -7.1% | -2.3% | -3.1% | -9.1%[10 µM] | 1.7% | -3.9%

Screens as filed in PubChem BioAssay.
